# MC4R ag barr – MC4R agonists recruiting beta-arrestin, primary screen, cell-based, luminescence, agonist arm of biased-ligand search. U2OS MC4R beta-arrestin complementation; percent of melanotan II response, DMSO zero. activation, % at 8.9 µM. hit rate 0.98% among 360,000. AID 540308, 2011;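 active = activation above a per-plate cutoff, the mean activation of sample wells on that plate plus 3 SD, cut at about 8% in these data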
# ABCB6 inh 2 – ABCB6 transporter inhibitors, primary screen, K562-ABCB6 cells, flow cytometry, MLPCN library; K562-ABCB6 porphyrin accumulation, 1 h; active compounds read low; hit rate 0.19% among 360,000; fluorescence ratio to DMSO, % at 10 µM;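 active = fluorescence ratio to DMSO below 75%, the collection mean minus 3 SD; inconclusive = too few cells collected in the well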;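 also: signal is porphyrin accumulated inside mitochondria; 100% equals median channel fluorescence of DMSO control wells; lower ratio means ABCB6 inhibition with less porphyrin fluorescence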
# Target sequence (Q9NP58 whole entry, looked up): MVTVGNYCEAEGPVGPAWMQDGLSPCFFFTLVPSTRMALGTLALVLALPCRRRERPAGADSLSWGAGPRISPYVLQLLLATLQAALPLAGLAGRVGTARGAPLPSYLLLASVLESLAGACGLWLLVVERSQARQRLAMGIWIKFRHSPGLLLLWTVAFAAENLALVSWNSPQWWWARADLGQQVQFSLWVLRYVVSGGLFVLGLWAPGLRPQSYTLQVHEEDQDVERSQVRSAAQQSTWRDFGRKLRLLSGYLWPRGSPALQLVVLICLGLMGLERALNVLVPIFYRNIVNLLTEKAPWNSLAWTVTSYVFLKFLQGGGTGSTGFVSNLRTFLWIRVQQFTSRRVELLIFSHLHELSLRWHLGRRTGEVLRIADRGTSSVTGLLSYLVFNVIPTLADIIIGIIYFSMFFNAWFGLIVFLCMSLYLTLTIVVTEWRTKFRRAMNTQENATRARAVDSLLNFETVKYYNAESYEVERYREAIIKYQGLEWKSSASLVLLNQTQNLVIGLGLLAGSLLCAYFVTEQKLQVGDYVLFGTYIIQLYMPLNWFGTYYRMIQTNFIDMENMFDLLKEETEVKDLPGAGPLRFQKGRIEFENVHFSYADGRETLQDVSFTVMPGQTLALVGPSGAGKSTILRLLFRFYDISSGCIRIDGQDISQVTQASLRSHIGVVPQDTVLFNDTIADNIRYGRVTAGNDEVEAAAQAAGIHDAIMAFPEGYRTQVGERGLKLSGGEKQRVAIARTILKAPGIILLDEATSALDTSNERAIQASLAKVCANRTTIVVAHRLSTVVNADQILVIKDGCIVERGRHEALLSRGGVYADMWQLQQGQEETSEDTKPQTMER
# MC4R antag cAMP – MC4R antagonists of cAMP signaling, primary screen, cell-based, TR-FRET, antagonist arm of biased-ligand search; hit rate 0.48% among 360,000; Melanocortin receptor 4 (Homo sapiens), P32245; AID 540295, 2011; MC4R-expressing cells, MTII-stimulated cAMP, LANCE TR-FRET; inhibition, % at 6.5 µM;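 active = inhibition above its plate's cutoff, the mean of tested wells on that plate plus 3 SD, cut at about 29% in these data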;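 also: 0% = Melanotan II alone and 100% = Melanotan II plus saturating MCL0020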
#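 Material – human MC4R-expressing U2OS cells · Repeats – no replicates · Detection – TR-FRET with Eu-cAMP and labeled anti-cAMP, 671 nm · Times – compound 30 min, challenge 1 h, detection 1 h · Compound – single nominal compound dose of 6.5 µM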
# Vif imaging – HIV Vif self-association inhibitors, primary screen, imaging, HEK293T, single point; HEK293T cells, Vif self-association by quenched fluorescence, 24 h; inhibition, % at 7.49 µM; hit rate 0.35% among 340,000; in the data active = inhibition above about 50%, passing the limit was not always enough; inconclusive = no clear call, values can overlap the other calls; inactive = below about 31%; also: some results filed as inactive read as strong as hits
# CaV13 ICDI inh – Primary screen for inhibitors of IQ motif and Ca2+-dependent inactivation inhibitor domain binding in CACNA1D, Förster resonance energy transfer in living cells, …; HEK cells, CFP/YFP FRET ICDI-IQ, plate reader, 10 min; percent FRET-ratio fall versus neutral wells; inhibition, % at 12.3 µM; hit rate 0.098% among 340,000;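 active = mean replicate inhibition of at least 30% and at least 1% of replicates passing that level; inconclusive = only one of the two criteria is met; inactive = neither criterion is met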;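 also: 0% = median of the neutral control wells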
# aDG glyco act – activators of alpha-DG glycosylation, primary screen, uHTS, Pro5-aDG cells, AlphaScreen; activation, % at 10 µM; hit rate 0.22% among 360,000; alpha-DG glycosylation AlphaScreen (IIH6); 0% Pro5, 100% B10-LARGE cell signal;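 active = activation of at least 8% versus controls, or a plate z-score of at least 8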;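 also: Pro5 are CHO cells carrying HIG-tagged alpha-DG that lacks glycosylation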
# PDI inh – inhibitors of human PDI, primary screen, biochemical, turbidity, single point, plate reader; PDI insulin aggregation turbidity, A650, 90 min; inhibition, % at 10 µM; hit rate 0.052% among 350,000; Protein disulfide-isomerase (Homo sapiens), P07237;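 active = mean inhibition across replicates of 30% or more, whatever share of single replicates reach that level; inconclusive = mean inhibition below 30% while every single replicate reaches 30%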;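 also: absorbance from insulin aggregation driven by PDI reduction with DTT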
# m5-HT2A agonist – mouse Htr2a agonists via beta-arrestin recruitment, primary screen, cell-based, luminescence | 5-hydroxytryptamine receptor 2A (Mus musculus), P35363 | CHO-K1 mHTR2A beta-arrestin complementation; percent of 30 µM serotonin response | activation, % at 7.6 µM | hit rate 0.66% among 360,000 | AID 624169, 2012;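 active = activation above a run cutoff, the mean activation of all tested compounds plus 3 SD, cut at about 14% in these data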;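 also: 0% = plate median of compound wells and 100% = 30 µM serotonin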
# H9c2 protect – cardioprotection against H2O2-induced cell death, primary screen, uHTS, H9c2 cells, ATPLite luminescence; H9c2 cardiomyocytes, H2O2 injury protection, 2 h; protection from H2O2 cell death, % at 20 µM; hit rate 0.63% among 360,000; AID 588492, 2011;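 active = compounds giving at least 50% protection of heart cells from peroxide-induced death in the single-dose screen, raw or plate-pattern-corrected value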;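 also: 0% = DMSO wells with peroxide and 100% = DMSO wells without peroxide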
# Glyco luc inh – increase of ERlucT glycosylation luciferase signal, primary screen, N-linked glycosylation inhibitor project, D54 ERlucT cells, luminescence, set 2. D54 ERlucT glycosylation luciferase reporter, 24 h; percent of 100 nM tunicamycin response. reporter increase, % at 12.5 µM. hit rate 0.23% among 360,000. AID 588692, 2011;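 active = mean luciferase reporter signal, scaled so untreated is 0 and the glycosylation-blocking control 100, at or above a set limit in every replicate; inconclusive = mean reaches the limit but not every replicate does; inactive = mean below the limit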;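 also: luciferase carries N-glycosylation sites so blocking glycosylation raises the light; 0% = median of neutral control wells and 100% = median of 100 nM tunicamycin wells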
# Starred values were filed as active, the others as inactive; ? = inconclusive; nt = no result given.
1: Fc1ccc2cc(-c3ccccc3F)ncc2c1
2: CCc1ccccc1NC(=O)CCC(=O)N1CCSc2ccccc21
3: CC1(C)CC(=O)C(C=NCCN2CCN(C(=O)CC3CCCC3)CC2)=C(O)C1
4: CCN(C(=O)COC(=O)c1ccc2c(c1)OCO2)c1c(N)n(Cc2ccccc2)c(=O)[nH]c1=O
5: O=C(Nc1ccccc1)OCCOc1ccc(Br)cc1
6: CN(CCc1ccccc1)C1CCCN(S(=O)(=O)CC(F)(F)F)C1 (stereo not drawn)
7: O=C(Oc1ccc(C(=S)N2CCOCC2)cc1)c1ccc(F)cc1
8: Cc1noc(C)c1CSCC(=O)Nc1cc(C(F)(F)F)ccc1N1CCOCC1
screen / no.	1	2	3	4	5	6	7	8
MC4R ag barr	-0.9	-0.7	-2.0	-0.1	-0.3	-0.8	-1.6	-1.8
ABCB6 inh 2	101	104	96	102	93	89	97	88
MC4R antag cAMP	3	16	0	13	4	-1	2	4
Vif imaging	-2	1	nt	24	-1	?	2	-5
CaV13 ICDI inh	-9	-2	nt	-15	-2	-2	-4	-3
aDG glyco act	-0.3	-0.1	0.4	-0.1	0.0	0.0	0.1	0.2
PDI inh	-2	nt	-2	2	8	-4	2	-14
m5-HT2A agonist	-3	0	2	3	-6	-5	-1	-1
H9c2 protect	-16	4	1	-3	-4	4	0	-2
Glyco luc inh	3	0	2	-1	1	2	2	5

9: CCC1CCC/C1=N\NC(=O)c1ccccc1C (stereo not drawn)
10: COc1ccc(Cl)cc1-c1nc(SCC(=O)NCC2CCCO2)n[nH]1 (stereo not drawn)
11: CN(C)CCCNC(=O)Cc1ccc(Br)cc1
12: CC1CC(C)CN(S(=O)(=O)c2cc3c4c(c2)C(C)C(=O)N4CCC3)C1 (stereo not drawn)
13: COCC(=O)n1nc(-c2ccccc2)nc1NCc1cccs1
14: CCn1c(NC(=O)c2ccco2)c(-c2ccccc2Cl)c(=O)c2ccccc21
15: Cc1nonc1NC(=O)CSc1nc(CCC2CCCC2)nc2ccccc12
16: CCOc1ccc(CN(C)C(=O)c2ccc3ccccc3n2)cc1
screen / no.	9	10	11	12	13	14	15	16
MC4R ag barr	1.4	-0.1	-1.5	-2.9	-3.3	-2.4	4.6	0.4
ABCB6 inh 2	101	98	98	100	100	93	96	94
MC4R antag cAMP	1	-3	-10	7	-10	0	8	5
Vif imaging	4	-3	4	0	9	-6	-5	-2
CaV13 ICDI inh	-2	-5	-4	-15	-11	-5	-2	-7
aDG glyco act	-0.1	-0.1	-0.2	0.1	-0.1	-0.1	0.0	0.1
PDI inh	0	-11	8	-5	-6	14	-3	-6
m5-HT2A agonist	5	5	-4	-1	0	-1	0	-3
H9c2 protect	0	-4	13	2	-4	-1	-10	-3
Glyco luc inh	0	1	0	-1	1	3	3	0

17: Cc1ccc(NC(=S)Nc2ccc3cn[nH]c3c2)c(C)c1
18: CCC1(C)Cc2c(sc3nnn(CC(=O)Nc4ccccc4C)c(=O)c23)CO1 (stereo not drawn)
19: O=C(CCc1ccccc1)Nc1ccc(NS(=O)(=O)c2ccccc2)cc1
20: Cc1ccc(C(=O)NCCc2c[nH]c3ccccc23)c(C)c1
21: O=C(COc1cccc2ccccc12)NNC(=O)c1cccs1
22: C[C@H](CO)N1C[C@H](C)[C@@H](CN(C)S(=O)(=O)c2cccs2)Oc2c(NC(=O)Nc3ccc4c(c3)OCO4)cccc2C1=O
23: CCOC(=O)CC(=O)CSc1nc(N)c(C#N)c(-c2ccc(Cl)cc2)c1C#N
24: O=C(COC(=O)CNC(=O)C1CCCCC1)Nc1cccc(F)c1
screen / no.	17	18	19	20	21	22	23	24
MC4R ag barr	-1.6	-0.6	0.0	-0.2	-0.5	-1.3	2.1	-0.9
ABCB6 inh 2	98	98	100	98	95	103	105	97
MC4R antag cAMP	4	8	26	-3	-1	12	7	13
Vif imaging	-4	nt	11	11	-8	33	-10	6
CaV13 ICDI inh	-5	-3	-2	-4	-5	-6	-8	-5
aDG glyco act	1.4	0.1	0.1	0.2	-0.2	-0.1	-0.2	-0.2
PDI inh	4	-6	0	7	3	-4	6	3
m5-HT2A agonist	-6	3	5	-1	-2	-1	-3	3
H9c2 protect	-7	-4	-5	-16	-3	12	22	1
Glyco luc inh	3	0	-2	-2	3	-1	-1	3

# Grouped by structure: those above containing a CF3 group (2)
6: CN(CCc1ccccc1)C1CCCN(S(=O)(=O)CC(F)(F)F)C1 (stereo not drawn)
8: Cc1noc(C)c1CSCC(=O)Nc1cc(C(F)(F)F)ccc1N1CCOCC1
screen / no.	6	8
MC4R ag barr	-0.8	-1.8
ABCB6 inh 2	89	88
MC4R antag cAMP	-1	4
Vif imaging	?	-5
CaV13 ICDI inh	-2	-3
aDG glyco act	0.0	0.2
PDI inh	-4	-14
m5-HT2A agonist	-5	-1
H9c2 protect	4	-2
Glyco luc inh	2	5

# (cont.)
25: CCOC(=O)c1cccc(NC(=O)CSc2nnc(-c3cccnc3)n2C)c1
26: COc1ccc(/C=N/N2C(C)CCCC2C)cc1O (stereo not drawn)
27: N=c1c(C(=O)NCCN2CCOCC2)cc2c(=O)n3ccccc3nc2n1Cc1ccc(F)cc1
28: CSC1=NC2(C)CCCCC2C12C=CC(=O)C=C2 (stereo not drawn)
29: O=C(O)c1ccccc1C(=O)Nc1ccc(-c2csc(-c3ccccc3)n2)cc1
30: CCCCN(C(=O)CSc1nc2ccccc2s1)c1c(N)n(CCCC)c(=O)[nH]c1=O
31: Nc1ccn([C@@H]2O[C@H](C(=O)NCCCN3CCCC3=O)[C@@H](O)[C@H]2O)c(=O)n1
32: Cc1cc2oc(=O)cc(CN(C)Cc3cccc(F)c3)c2cc1Cl
screen / no.	25	26	27	28	29	30	31	32
MC4R ag barr	-2.5	-0.4	-2.5	-0.9	-1.1	-2.8	nt	0.1
ABCB6 inh 2	98	99	97	99	95	100	96	95
MC4R antag cAMP	1	9	-3	3	19	1	nt	11
Vif imaging	30	-9	3	-1	-4	32	nt	-19
CaV13 ICDI inh	-5	-3	22	1	-5	-6	-6	-4
aDG glyco act	0.1	-0.1	0.2	-0.3	-0.1	0.2	0.1	0.2
PDI inh	2	-7	-18	0	0	-4	nt	-5
m5-HT2A agonist	0	0	10	1	-1	-4	-2	-7
H9c2 protect	0	0	17	4	-7	-2	nt	6
Glyco luc inh	2	1	-2	-2	-2	-1	nt	-2

33: CCOC(=O)C1=C(COC(=O)COc2ccccc2C#N)NC(=O)NC1C (stereo not drawn)
34: CN(c1ccccc1)S(=O)(=O)c1cccc(C(=O)OCC(=O)NCc2ccco2)c1
35: Cc1ccc(Nc2nnc(SCc3nc4ccccc4c(=O)[nH]3)s2)cc1
36: CN1CCC(=O)N(CCSc2ccccc2)CC1
37: CN(C)CCCn1c2c3ccccc3ccc2c2oc(=O)c3ccccc3c21
38: CCOc1ccc(N(CC(=O)N2CCCCCC2)S(=O)(=O)c2ccc(C)cc2)cc1
39: Cc1cccc(NS(=O)(=O)c2cccc(C(=O)N3CCCCCC3)c2)c1
40: COc1ccc(/C=N/NC(=O)C(N)=O)c(OC)c1OC
screen / no.	33	34	35	36	37	38	39	40
MC4R ag barr	-0.5	-0.9	-1.5	-0.4	0.2	0.1	-2.8	0.1
ABCB6 inh 2	92	94	99	93	105	99	101	99
MC4R antag cAMP	8	7	2	-3	3	2	5	-1
Vif imaging	2	-3	3	-8	-4	1	7	6
CaV13 ICDI inh	-6	3	-5	-4	-35	-6	-2	-3
aDG glyco act	0.1	-0.1	0.3	0.1	-0.3	0.4	-0.1	-0.2
PDI inh	-2	0	-10	2	-1	13	0	-5
m5-HT2A agonist	-6	7	-7	-7	-15	-6	0	-3
H9c2 protect	2	12	2	3	-10	-2	-4	2
Glyco luc inh	2	2	-3	-1	1	1	-1	1

# The last two entries of the section before open the next one:
39: Cc1cccc(NS(=O)(=O)c2cccc(C(=O)N3CCCCCC3)c2)c1
40: COc1ccc(/C=N/NC(=O)C(N)=O)c(OC)c1OC
41: COc1ccc(CCC(=O)N(C)CC(=O)Nc2cc(C)ccc2C)cc1
42: CCOC(=O)CS(=O)(=O)c1ccccc1
43: COc1nc(-c2ccc(Cl)cc2Cl)nc2ccccc12
44: Cc1ccc2nc(Nc3ncc4c(n3)CC(C)(C)CC4=O)nc(C)c2c1
45: CCc1cc(C(=O)Nc2nc(-c3ccccn3)cs2)sc1C
46: COc1ccc(Cl)cc1NC(=O)CN(C)CC(=O)NCc1cccs1
47: COc1ccc(-c2nn(-c3ccccc3)cc2/C=N/N2C(=O)CSC2=S)cc1
48: O=C(NCCOc1ccccc1Cl)c1cc(F)c(F)cc1Cl
screen / no.	39	40	41	42	43	44	45	46	47	48
MC4R ag barr	-2.8	0.1	-0.4	-1.3	-0.9	0.0	-6.1	-0.5	2.1	-0.7
ABCB6 inh 2	101	99	96	97	106	100	106	101	113	96
MC4R antag cAMP	5	-1	2	-2	3	-6	17	6	11	20
Vif imaging	7	6	6	10	1	-1	-3	6	11	7
CaV13 ICDI inh	-2	-3	2	-5	-4	-2	-18	-7	-3	-4
aDG glyco act	-0.1	-0.2	0.1	-0.1	-0.1	-0.2	2.3	0.0	0.0	-0.2
PDI inh	0	-5	4	-11	-1	-3	8	2	0	-3
m5-HT2A agonist	0	-3	-3	-2	5	-3	-9	-1	-7	-8
H9c2 protect	-4	2	-1	16	-3	10	72*	0	-25	0
Glyco luc inh	-1	1	-1	2	1	3	0	1	0	-4

49: O=C(NCc1ccc(F)cc1)c1cc(-c2cccs2)on1
50: O=C(NCc1cccnc1)c1cc(C2CCCCN2S(=O)(=O)c2cccc3cccnc23)on1 (stereo not drawn)
51: O=C(CSc1nccc(=O)[nH]1)c1cc2ccccc2o1
52: COc1cc(OC)c2ccc(=O)oc2c1C(CC(=O)N1CCN(c2ccccc2)CC1)c1ccc2c(c1)OCO2 (stereo not drawn)
53: NC(=O)c1ccccc1NC(=O)c1ccccc1S(=O)(=O)c1ccccc1[N+](=O)[O-]
screen / no.	49	50	51	52	53
MC4R ag barr	5.3	-2.2	1.0	-1.6	-2.6
ABCB6 inh 2	96	96	105	93	97
MC4R antag cAMP	8	3	-2	11	5
Vif imaging	nt	-5	1	1	2
CaV13 ICDI inh	-9	-16	-10	-9	-6
aDG glyco act	0.0	0.4	-0.1	-0.3	0.2
PDI inh	-5	5	5	0	8
m5-HT2A agonist	0	-4	10	-1	-2
H9c2 protect	-8	9	-2	70*	6
Glyco luc inh	1	-1	5	-3	0
